KLK7 zymogen act: proKLK7 zymogen activators, primary screen, biochemical, fluorescence intensity. Kallikrein-7 (Homo sapiens), P49862. purified proKLK7, EDANS-DABCYL substrate fluorescence; 100% is mature enzyme control, 0% vehicle. activation, % at 7 µM. AID 652039, 2013. 0.9% of 370,000 active;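 active means activation above the mean of all tested compounds plus 3 SD, computed per campaign excluding outliers beyond control limits, cut at about 13% in these data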
ADAM10 inh: human ADAM10 inhibitors, primary screen, biochemical, QFRET, HTS. Disintegrin and metalloproteinase domain-containing protein 10 (Homo sapiens), O14672. recombinant ADAM10, EDANS/DABCYL FRET peptide cleavage, 3 h. inhibition, % at 7 µM. 0.62% of 370,000 active. AID 720582, 2013;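 active means inhibition above a per-campaign cutoff equal to the mean of compounds falling between control-based bounds plus 3 SD, cut at about 20% in these data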;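 further: 0% = DMSO wells while the 100% control is not disclosed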
sPLA2-III inh: human group III sPLA2 inhibitors, primary screen, biochemical, QFRET, BODIPY PC-A2 liposome substrate | inhibition, % at 12.2 µM | 0.56% of 370,000 active | QFRET BODIPY PC-A2 liposome hydrolysis, fluorescence;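 active means inhibition above mean plus 3 SD of compounds lying within the high and low control bounds, cut at about 19% in these data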;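 further: 0% = median of test compound wells and 100% = no enzyme DMSO wells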
GC-A act: GC-A stimulated cGMP production enhancers – HEK293 GC-A cells, cGMP TR-FRET, EC30 ANP, primary screen; 0.14% of 370,000 active; activation, % at 10 µM; 0% at EC30 ANP, 100% saturating ANP; in the data active means activation above about 40%
Target sequence (P16066 whole entry, looked up): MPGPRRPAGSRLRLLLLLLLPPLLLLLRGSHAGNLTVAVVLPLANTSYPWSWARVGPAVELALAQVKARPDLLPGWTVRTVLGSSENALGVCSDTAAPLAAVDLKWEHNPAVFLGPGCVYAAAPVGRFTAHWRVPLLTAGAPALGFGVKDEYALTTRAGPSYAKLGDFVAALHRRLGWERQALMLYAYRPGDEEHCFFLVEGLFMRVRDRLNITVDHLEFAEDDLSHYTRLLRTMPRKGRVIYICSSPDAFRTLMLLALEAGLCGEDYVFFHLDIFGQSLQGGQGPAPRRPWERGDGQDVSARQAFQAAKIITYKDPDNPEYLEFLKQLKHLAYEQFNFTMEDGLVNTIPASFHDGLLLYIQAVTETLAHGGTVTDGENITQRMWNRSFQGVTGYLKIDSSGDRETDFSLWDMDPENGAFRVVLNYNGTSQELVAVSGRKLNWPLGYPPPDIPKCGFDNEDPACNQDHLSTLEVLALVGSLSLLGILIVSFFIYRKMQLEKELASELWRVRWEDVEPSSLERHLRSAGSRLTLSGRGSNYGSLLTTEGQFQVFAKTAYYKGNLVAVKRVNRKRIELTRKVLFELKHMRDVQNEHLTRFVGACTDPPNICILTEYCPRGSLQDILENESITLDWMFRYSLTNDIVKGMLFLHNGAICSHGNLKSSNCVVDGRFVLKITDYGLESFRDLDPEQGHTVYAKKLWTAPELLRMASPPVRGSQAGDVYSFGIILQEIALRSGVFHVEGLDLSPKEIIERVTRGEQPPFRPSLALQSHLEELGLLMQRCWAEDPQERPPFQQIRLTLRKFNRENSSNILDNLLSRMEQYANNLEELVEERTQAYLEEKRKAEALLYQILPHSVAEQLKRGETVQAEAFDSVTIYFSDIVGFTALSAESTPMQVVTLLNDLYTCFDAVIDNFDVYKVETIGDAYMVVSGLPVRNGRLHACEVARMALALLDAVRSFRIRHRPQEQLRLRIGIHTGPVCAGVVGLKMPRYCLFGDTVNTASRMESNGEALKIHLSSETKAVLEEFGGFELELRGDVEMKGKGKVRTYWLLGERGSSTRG
DDE Tn6 FP inh: inhibitors of Tn6 peptide binding to fibrin DD(E), primary screen, biochemical, fluorescence polarization, human fibrin, Tn6 probe; Fibrinogen beta chain (Homo sapiens), P02675; Fibrin DD(E) TRITC-Tn6 fluorescence polarization displacement; inhibition, % at 8.3 µM; 0.21% of 370,000 active;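 active means inhibition above a per-campaign cutoff: mean of compounds within control limits plus 3 SD, cut at about 15% in these data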;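 further: 0% = median of all compound wells on the plate and 100% = blocking peptide control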
GC-B act: human GC-B receptor activators, primary screen, HEK293 GC-B cells, cGMP TR-FRET, EC30 CNP; activation, % at 10 µM; 0% at EC30 CNP, 100% saturating CNP; 0.11% of 370,000 active;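 active means activation at 10 µM reaching about 35% in either raw or pattern-adjusted values, limit read from the data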
ARFGAP1 inh: inhibitors of rat ARFGAP1 GAP activity, primary screen, biochemical, fluorescence polarization, GDP tracer; ADP-ribosylation factor GTPase-activating protein 1 (Rattus norvegicus), Q62848; Arfgap1-stimulated ARF1 GTP hydrolysis, GDP FP detection; inhibition, % at 16.5 µM; 0.26% of 360,000 active;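 active means inhibition above a per-plate limit, mean inhibition of low control wells plus 3 SD, cut at about 25% in these data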;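 further: 0% = DMSO wells with enzyme and 100% = wells lacking Arfgap1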
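material = rat Arfgap1 catalytic domain, aa 1-136 | also added = human ARF1(Δ1-17)-GTP substrate | compound dosing = one concentration, 16.5 µM, DMSO 1.26% | times = GTP hydrolysis reaction 2 h at 25 °C | measured by = FP, GDP Alexa 633 tracer displaced from anti-GDP antibody, 620/688 nm | evaluation = percent inhibition of Arfgap1-stimulated GTP hydrolysis | replication = single well per compound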
rCAG binder: binders of r(CAG) RNA repeats, primary screen, biochemical, fluorescence. r(CAG) RNA repeat, TO-PRO-1 dye displacement fluorescence. inhibition, % at 3 µM. 1.3% of 370,000 active. AID 651821, 2012;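 active means inhibition above the plate cutoff, the mean of all test compounds on that plate plus 3 SD, cut at about 35% in these data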;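 further: 0% = DMSO alone and 100% = 100 µM mitoxantrone as full dye displacement; higher means more dye released from RNA so lower well fluorescence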
ASAP1 GAP inh: inhibitors of human ASAP1 ArfGAP activity, primary screen, biochemical, fluorescence polarization | Arf-GAP with SH3 domain, ANK repeat and PH domain-containing protein 1 (Homo sapiens), … | ASAP1-stimulated ARF1 GTP hydrolysis, GDP FP detection | inhibition, % at 16.5 µM | 0.19% of 360,000 active; in the data active means inhibition above about 25%;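 further: 0% = vehicle with enzyme and substrate and 100% = no enzyme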
FXN GAA850 act: FXN promoter activators, primary screen, cell-based, luciferase luminescence, HEK293 lucGAA850; HEK293 lucGAA850 FXN promoter luciferase reporter, 24 h; percent of 10 µM SAHA response; activation, % at 6 µM; 0.56% of 360,000 active; AID 540364, 2011;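 active means activation above the average of all compounds screened plus 3 SD, cutoff fixed separately per campaign, cut at about 7.5% in these data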;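 further: 0% = DMSO wells and 100% = 10 µM SAHA wells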
Active calls of the source: *; & = joins results of further samples.

CCc1cc(Cl)c(OC)c(C(=O)NC[C@@H]2CCCN2CC)c1O was read as KLK7 zymogen act -1.0&-0.5, ADAM10 inh -18.2&-10.7, sPLA2-III inh 14.6&-4.0, GC-A act 2.3&2.4, DDE Tn6 FP inh 2.0&1.5, GC-B act 1.1&2.5, ARFGAP1 inh 12.7&0.7, rCAG binder -0.7&-1.4, ASAP1 GAP inh -0.9&-3.1 and FXN GAA850 act -1.2&0.6.
For O=C(Cc1ccc(Cl)cc1)Nc1ccncc1 the results were KLK7 zymogen act 0.1, ADAM10 inh 4.8, sPLA2-III inh 2.2, GC-A act 1.6, DDE Tn6 FP inh 4.5, GC-B act 4.6, ARFGAP1 inh 0.6, rCAG binder -3.1, ASAP1 GAP inh 10.6 and FXN GAA850 act 0.5.
`O=C(CSc1nnc(C2COc3ccccc3O2)o1)N1CCOCC1` (stereo not given) gave KLK7 zymogen act -0.3, ADAM10 inh -12.5, sPLA2-III inh 12.7, GC-A act 3.2, DDE Tn6 FP inh 0.7, GC-B act 8.0, ARFGAP1 inh 13.4, rCAG binder -0.3, ASAP1 GAP inh -1.2 and FXN GAA850 act -0.8.
For O=C(Cn1ncc(Cl)c(Cl)c1=O)NC(=O)NC1CCCCC1 the results were KLK7 zymogen act 0.0, ADAM10 inh -10.8, sPLA2-III inh -3.6, GC-A act 15.8, DDE Tn6 FP inh 6.0, GC-B act 12.2, ARFGAP1 inh 5.4, rCAG binder 10.8, ASAP1 GAP inh -9.0 and FXN GAA850 act -10.6.
For CC1(C)CN(c2ccccc2)C(=O)[C@H]1CC(=O)Nc1ccccc1 the results were KLK7 zymogen act -0.6, ADAM10 inh -5.8, sPLA2-III inh 0.3, GC-A act 1.0, DDE Tn6 FP inh 4.1, GC-B act -4.4, ARFGAP1 inh -23.0, rCAG binder 1.9, ASAP1 GAP inh -7.5 and FXN GAA850 act -1.4.
Screening CC(=O)NC(CC(=O)OCC(=O)N1CCN(S(=O)(=O)c2ccc(C)cc2C)CC1)c1ccccc1 (stereo not given) returned KLK7 zymogen act -0.9, ADAM10 inh -3.8, sPLA2-III inh -3.5, GC-A act 7.5, DDE Tn6 FP inh -3.5, GC-B act 2.5, ARFGAP1 inh 2.5, rCAG binder 0.3, ASAP1 GAP inh -7.8 and FXN GAA850 act 1.3.
CN(C)c1ccc(-c2nc3cc(N)ccc3o2)cc1 was read as KLK7 zymogen act 23.4*, ADAM10 inh inactive, sPLA2-III inh -4.6, GC-A act 29.7, DDE Tn6 FP inh -0.5, GC-B act 1.4, ARFGAP1 inh 9.4, rCAG binder 10.8, ASAP1 GAP inh -6.2 and FXN GAA850 act 0.9.
Screening Cc1ccc(C2C(C(=O)c3cccs3)=C(O)C(=O)N2c2nnc(C)s2)cc1 (stereo not given) returned KLK7 zymogen act 1.6, ADAM10 inh 11.7, sPLA2-III inh -139.4, GC-A act 2.8, DDE Tn6 FP inh -4.3, GC-B act -0.6, ARFGAP1 inh -10.4, rCAG binder -44.1, ASAP1 GAP inh 2.5 and FXN GAA850 act 3.3.
Cc1ccc(-n2ncc(C#N)c2/N=C/N2CCOCC2)cc1 was read as KLK7 zymogen act 0.4, ADAM10 inh 2.0, sPLA2-III inh 7.2, GC-A act -2.4, DDE Tn6 FP inh 0.7, GC-B act 1.0, ARFGAP1 inh 13.8, rCAG binder -4.8, ASAP1 GAP inh -1.6 and FXN GAA850 act 0.6.
For COc1cccc(CNC(=O)C2CC(=O)N(C3CCCCCCC3)C2)c1 (stereo not given) the results were KLK7 zymogen act 0.6, ADAM10 inh -9.0, sPLA2-III inh -3.5, GC-A act 0.8, DDE Tn6 FP inh -1.3, GC-B act -3.9, ARFGAP1 inh 6.2, rCAG binder -7.1, ASAP1 GAP inh 2.3 and FXN GAA850 act 0.9.
For O=C(CC1NCCc2ccccc21)Nc1ccc(Cl)cc1 (stereo not given) the results were KLK7 zymogen act -0.2, ADAM10 inh 0.3, sPLA2-III inh -3.5, GC-A act -5.2, DDE Tn6 FP inh 3.8, GC-B act -12.6, ARFGAP1 inh 3.3, rCAG binder 6.2, ASAP1 GAP inh 3.2 and FXN GAA850 act 2.7.
For Cc1ccc(S(=O)(=O)CCC(=O)OCc2ccc(Cl)cc2)cc1 the results were KLK7 zymogen act 0.6, ADAM10 inh 1.0, sPLA2-III inh -2.4, GC-A act -1.4, DDE Tn6 FP inh -4.9, GC-B act -2.2, ARFGAP1 inh 2.0, rCAG binder -5.3, ASAP1 GAP inh 0.3 and FXN GAA850 act 2.5.
For O=c1oc2ccccc2cc1-c1nc2c(s1)CCc1ccccc1-2 the results were KLK7 zymogen act -2.4, ADAM10 inh -22.9, sPLA2-III inh -0.6, GC-A act 16.5, DDE Tn6 FP inh 1.0, GC-B act 1.3, ARFGAP1 inh 5.4, rCAG binder 11.4, ASAP1 GAP inh -5.1 and FXN GAA850 act 2.2.
`O=C(CN1CCN(S(=O)(=O)c2ccccc2)CC1)N1CCc2ccccc21` gave KLK7 zymogen act -0.1, ADAM10 inh -5.6, sPLA2-III inh -0.1, GC-A act 0.2, DDE Tn6 FP inh 10.0, GC-B act 0.0, ARFGAP1 inh 3.4, rCAG binder 3.8, ASAP1 GAP inh -1.2 and FXN GAA850 act 0.0.
COC(=O)/C=C/C(=O)N1CCN(c2ccccc2C)CC1 was read as KLK7 zymogen act -0.9, ADAM10 inh -4.2, sPLA2-III inh 0.8, GC-A act -3.6, DDE Tn6 FP inh 10.6, GC-B act -3.2, ARFGAP1 inh -14.5, rCAG binder -4.4, ASAP1 GAP inh -8.0 and FXN GAA850 act -4.3.
Cc1cc(Cl)ccc1N(CC(=O)NCCSCc1ccco1)S(C)(=O)=O was read as KLK7 zymogen act 0.5, ADAM10 inh 14.0, sPLA2-III inh -1.3, GC-A act -0.1, DDE Tn6 FP inh 2.3, GC-B act 1.5, ARFGAP1 inh -0.5, rCAG binder 0.4, ASAP1 GAP inh -11.9 and FXN GAA850 act 2.0.
For CCOCCCN(C(=O)Cn1nnc2ccccc21)C(C(=O)NCc1ccco1)c1ccncc1 (stereo not given) the results were KLK7 zymogen act -0.1, ADAM10 inh -4.8, sPLA2-III inh -2.1, GC-A act -0.6, DDE Tn6 FP inh 3.1, GC-B act 0.6, ARFGAP1 inh 4.9, rCAG binder 8.0, ASAP1 GAP inh 3.9 and FXN GAA850 act -1.4.
Screening O=C(COC(=O)COc1ccccc1)Nc1ccccc1OC(F)F returned KLK7 zymogen act 0.3, ADAM10 inh -6.4, sPLA2-III inh 1.9, GC-A act 2.3, DDE Tn6 FP inh -2.6, GC-B act -4.3, ARFGAP1 inh 4.3, rCAG binder -1.3, ASAP1 GAP inh 2.3 and FXN GAA850 act 0.2.
For Cc1ccc(-n2cc(CN3CCN(c4ccccn4)CC3)c(-c3ccc(F)cc3)n2)cc1 the results were KLK7 zymogen act 0.3, ADAM10 inh 5.1, sPLA2-III inh 4.9, GC-A act 1.7, DDE Tn6 FP inh 3.4, GC-B act 1.4, ARFGAP1 inh 3.0, rCAG binder -2.2, ASAP1 GAP inh 9.0 and FXN GAA850 act -0.7.
Cc1ccccc1/C=C/c1nc2ccccc2c(=O)n1CCc1ccccc1 was read as KLK7 zymogen act 0.1, ADAM10 inh -1.1, sPLA2-III inh -0.5, GC-A act 9.9, DDE Tn6 FP inh 2.6, GC-B act 13.2, ARFGAP1 inh 1.4, rCAG binder 0.8, ASAP1 GAP inh 10.7 and FXN GAA850 act 3.2.
Screening COc1cccc(OC)c1C(=O)Nc1ccc(CN2CCOCC2)cc1 returned KLK7 zymogen act -0.2, ADAM10 inh -5.8, sPLA2-III inh 5.3, GC-A act -1.0, DDE Tn6 FP inh 3.0, GC-B act 2.0, ARFGAP1 inh -0.1, rCAG binder -2.5, ASAP1 GAP inh 6.6 and FXN GAA850 act -2.3.
Screening COc1ccc(/C=N/N(C)C2=NCCN2)c(OC)c1OC returned KLK7 zymogen act 0.1, ADAM10 inh -4.9, sPLA2-III inh 2.0, GC-A act -1.7, DDE Tn6 FP inh -0.8, GC-B act -1.9, ARFGAP1 inh 11.9, rCAG binder -1.4, ASAP1 GAP inh 0.1 and FXN GAA850 act 0.9.
CCOC(=O)c1cc2c(nc1N)CCCC2 was read as KLK7 zymogen act 4.6, ADAM10 inh inactive, sPLA2-III inh 1.6, GC-A act 7.0, DDE Tn6 FP inh 13.8, GC-B act -2.7, ARFGAP1 inh -4.5, rCAG binder -2.1, ASAP1 GAP inh -3.9 and FXN GAA850 act 3.5.
For CC1=CC(C)C(C(=O)O)C(C(=O)Nc2cccnc2)C1 (stereo not given) the results were KLK7 zymogen act 0.1, ADAM10 inh 0.3, sPLA2-III inh -0.3, GC-A act -3.2, DDE Tn6 FP inh 9.5, GC-B act 3.9, ARFGAP1 inh 5.7, rCAG binder -1.6, ASAP1 GAP inh 3.6 and FXN GAA850 act 2.3.
For O=C(NCCN1CCOCC1)/C(=C\c1ccc(F)cc1)NC(=O)c1ccccc1 the results were KLK7 zymogen act 0.3, ADAM10 inh -0.2, sPLA2-III inh 4.8, GC-A act 0.3, DDE Tn6 FP inh 7.4, GC-B act -0.8, ARFGAP1 inh 4.7, rCAG binder 2.5, ASAP1 GAP inh 4.2 and FXN GAA850 act -0.6.
`C[C@@H](C(=O)OCC(=O)Nc1cc(S(=O)(=O)N2CCOCC2)ccc1Cl)N1C(=O)C2CCCCC2C1=O` (stereo not given in full) gave KLK7 zymogen act 0.3, ADAM10 inh -2.0, sPLA2-III inh -3.3, GC-A act -0.5, DDE Tn6 FP inh 8.0, GC-B act 5.0, ARFGAP1 inh -2.3, rCAG binder -4.4, ASAP1 GAP inh -3.6 and FXN GAA850 act 1.1.

Source: PubChem BioAssay
